Source: PubChem BioAssay
SDO1 yeast rescue = restores growth of sdo1-depleted yeast | S. cerevisiae sdo1-depleted JHY4D growth rescue, OD600 30 h; hits give high values; pdr5 snq2 efflux-pump mutant strain | actives 0.21% (n = 140,000) | z-score at 10 µM;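 active = z-score above 3 at both the 24 hr and the 30 hr optical density reads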;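 also: z-score against mean and SD of all compound wells on the same plate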
INS promoter inh = TRM-6 insulin promoter activity inhibition; TRM-6 cells (human fetal islet line), insulin promoter-eGFP reporter, imaging; reporter expression induced with tamoxifen; inhibition, % at 2 µM; actives 0.9% (n = 130,000);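 active = inhibition above the mean plus 3 SD, with well images judged a real hit on visual review, cut at about 60% in these data, passing the limit was not always enough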
SDO1 yeast rescue Rescue 24 h = further read-out of SDO1 yeast rescue, marked with its call; z-score; S. cerevisiae sdo1-depleted JHY4D growth rescue, OD600; measured here: growth rescue at 24 h;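 0 is the plate mean of compound wells and units are plate SD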
* hit, by the source's call; / = no result given.

SMILES	SDO1 yeast rescue	SDO1 yeast rescue Rescue 24 h	INS promoter inh
CCc1ccc(N2CC(C(=O)OCC(=O)Nc3cc(C)on3)CC2=O)cc1 (stereo not given)	1.8	2.2	5
CCCCCC(C)NC(=O)c1ccoc1C (stereo not given)	-0.8	-0.92	52
O=C(Cn1cnc2c(nnn2-c2ccccc2)c1=O)N1CCC(Cc2ccccc2)CC1	-0.8	-0.49	/
FC(F)(F)c1cccc(OCCN2CCN(Cc3ccccc3)CC2)c1	-1.6	-0.85	-44
CCC(C(=O)N1CCc2ccccc2C1)n1nc(C)n2c(cc3occc32)c1=O (stereo not given)	0.44	1.8	-23
Cc1ccc(-c2noc(CCC(=O)NCCCN3CCN(c4cccc(Cl)c4)CC3)n2)cc1	-1.1	-0.76	-279
CCOC(=O)N=S(=O)(Oc1ccc([N+](=O)[O-])cc1)c1ccc(Cl)cc1 (stereo not given)	-0.38	-0.66	48
CC(=O)N1CCN(C(=O)c2cccc(S(=O)(=O)Nc3ccc(C)cc3)c2)CC1	0.34	-0.58	15
CCOC(=O)C1CCCN(c2cc(=O)n(Cc3ccc(F)cc3)c(=O)[nH]2)C1 (stereo not given)	0.35	-0.14	20
Cc1ccc(C(=O)CSc2nnc(CNc3ccc(F)cc3)o2)cc1	/	/	-48
N#CCCN(Cc1cccnc1)S(=O)(=O)c1ccc(S(=O)(=O)NC2CCCCC2)cc1	1.6	2.6	/
COc1ccc(C(=O)/C=C/c2cn(CC(O)CN3CCOCC3)c3ccccc23)cc1 (stereo not given)	-0.32	-0.52	35
Cc1cc(Nc2ccc(Cl)cc2)n(-c2cccc(Cl)c2)n1	-2.1	-1.2	38
C=CCn1c(SCc2c(C)noc2C)nc2ccccc2c1=O	-0.56	-0.44	-134
C/C(=N\OC(=O)c1ccc(C)cc1)c1sc(C)nc1C	-0.42	-0.72	-29
Cc1cc(C(F)F)n2nc(C(=O)Nc3cc(C)on3)nc2n1	0.1	0.14	67
CCC(CC)NC(=O)COC(=O)CCC(=O)c1cccs1	-0.43	-1	/
Cc1cc(/C=C2/NC(=O)N(Cc3ccccc3F)C2=O)c(C)n1C(C)C	-0.74	0.54	-43
O=C(NC1CCCC1)C(=O)N(c1ccccc1F)C(C(=O)NCC1CCCO1)c1cccs1 (stereo not given)	/	/	-29
COc1cc2c(cc1OC)-c1cc(Nc3ccc4c(c3)OCCO4)nc(=O)n1CC2	0.56	0.24	-24
CC1(C)CC(=O)C(C(C2=C(O)CC(C)(C)CC2=O)c2ccc([N+](=O)[O-])cc2)C(=O)C1 (stereo not given)	0.49	0.07	-3
CC[C@H](C)[C@H](NS(=O)(=O)c1ccc(C)cc1)C(=O)N1CCC(C(=O)N[C@H](C(=O)O)C(C)C)CC1	0.51	0.9	50
COc1ccc(C)cc1NC(=O)c1ccc(S(=O)(=O)N2CCOCC2)cc1	-0.32	-0.29	-8
COc1ccc(C(=O)NC(=S)Nc2cc3oc4ccccc4c3cc2OC)cc1	1	0.93	4
CN(C)S(=O)(=O)Oc1ccc(C(=O)Nc2cccc(Cl)c2)cc1	/	/	-12
Next section:
SMILES	SDO1 yeast rescue	SDO1 yeast rescue Rescue 24 h	INS promoter inh
CCCOc1cccc(NC(=O)c2c(-c3ccccc3)noc2C)c1	-0.21	-0.47	-38
Cc1oc(-c2ccccc2F)nc1CS(=O)(=O)CC(=O)NCCN(C)C1CCCCC1	0.75	0.03	/
CC1(c2ccc3noc(-c4ccc(F)cc4)c3c2)OCCO1	-0.71	-0.88	-16
CCOC(=O)N1CCC(n2c(SCC(=O)NCc3ccccc3)nc3ccccc3c2=O)CC1	-0.34	-0.94	/
COc1ccc(Cl)cc1S(=O)(=O)N1CCN=C1C	1.3	0.67	/
CC(=O)c1cccc(NC(=O)CCNS(=O)(=O)c2cccc3nsnc23)c1	0.49	-0.57	-18
Cc1ccc2oc(=O)n(CCOc3ccccc3)c2c1	/	/	0
O=C(COC(=O)C1CCCCC1)NCCc1ccccc1	0.08	-0.7	/
Cc1ccc(/C=N/NC(=O)c2cc(C)oc2C)o1	0.93	0.3	-4
O=C(NCCc1ccccc1)C1CCC(Cn2c(=O)c3ccccc3n(Cc3cccnc3)c2=O)CC1 (stereo not given)	0.04	0.16	25
CN1C(=O)/C(=C\c2cc(N=Nc3ccccc3)ccc2O)SC1=S	-0.19	0.52	/
CCOc1ccccc1NC(=O)C(OC(=O)c1ccccc1)c1ccccc1 (stereo not given)	-0.24	0.19	/
Cc1ccccc1OCc1nc2c3c(ncn2n1)-c1ccccc1CC31CCCC1	0.62	1.3	/
CCCC1NC(=O)NC(C)=C1C(=O)OCC (stereo not given)	1.1	0.34	43
CCC(C)(C)n1nnnc1C(c1cc2ccc(C)cc2[nH]c1=O)N(Cc1cccnc1)Cc1ccco1 (stereo not given)	1.3	2.5	/
O=C(Nc1ncc(Cc2ccccc2)s1)C1CCCO1 (stereo not given)	0.16	0.68	/
COc1ccccc1-n1c(SCC(=O)NC2CCS(=O)(=O)C2)nc2cc([N+](=O)[O-])ccc21 (stereo not given)	-0.18	-0.34	-104
Cc1ccc(CNC(=O)CSc2ccc(-c3cccs3)nn2)cc1	-0.28	-0.47	/
Cc1ccc(N(C(=O)c2csnn2)C(C(=O)NC(C)(C)C)c2cccnc2)cc1C (stereo not given)	/	/	-4
O=C(O)c1cccc(OCc2ccccc2Cl)c1	-0.7	-0.52	0
Cc1ccccc1-n1c(SCC(=O)c2cc(C)n(C)c2C)nnc1-c1ccncc1	-0.51	-0.93	-3
Cc1ccc(-c2csc(NNC(=O)c3ccccc3)n2)cc1	0.47	-0.33	-16
c1ccc(COc2ccc(OCCCn3cncn3)cc2)cc1	-0.03	-0.53	-19
CC(C)(C)NC(=O)COC(=O)c1cc(S(=O)(=O)N2CCCCC2)ccc1N1CCOCC1	0.25	0.24	-27
Cc1cc(C(C)c2ccccc2)c(O)c(CN2CCOCC2)c1C (stereo not given)	-0.64	-0.24	18
Continuation:
SMILES	SDO1 yeast rescue	SDO1 yeast rescue Rescue 24 h	INS promoter inh
COc1ccc(CNC(=O)c2ccc(C)o2)cc1	0.29	-0.31	14
C=CCOC(=O)/C(=C\c1ccccc1)NC(=O)c1ccc(C)cc1	/	/	46
CC(C)(C)c1ccc(OCCCNCc2ccccc2)cc1	-0.97	0	13
O=C(Cn1nc(-c2cccc(Cl)c2)ccc1=O)Nc1ccccc1Br	/	/	52
C=CCNc1oc(/C=C/c2ccccc2)nc1C#N	-0.13	0.2	-17
O=C(CCCCCn1c(=O)[nH]c2ccsc2c1=O)NCc1ccc2c(c1)OCO2	1.1	0.77	-18
COc1ccc(CC(=O)Nc2ccc3c(c2)CCC3)cc1OC	1.6	2.2	-36
CC1C(C#N)=C(SCC(N)=O)NC2=C1C(=O)CC(C)(C)C2 (stereo not given)	/	/	43
CC(C)NCCOCCOc1ccccc1F	0.95	0.66	/
CCONC(=NC)c1nonc1N	0.45	-0.68	-42
CCOCCCn1c(=N)c(C(=O)NCc2ccc3c(c2)OCO3)cc2c(=O)n3ccccc3nc21	0.12	-0.26	7
Cc1onc(-c2c(F)cccc2Cl)c1C(=O)N1C=CC(C(F)(F)F)=NCC1	-0.15	-0.53	27
Cc1cc(C)n2nc(SCc3cc(=O)oc4ccc5ccccc5c34)nc2n1	-0.68	-0.65	/
O=C(NC(=S)Nc1ccc(S(=O)(=O)N2CCCC2)cc1)C1CC1	/	/	40
Cc1cc(=O)[nH]c(N/N=C/c2cccc([N+](=O)[O-])c2)n1	0.89	0.21	/
CN(C)C(CNC(=O)c1cccnc1Sc1ccccc1)c1ccco1 (stereo not given)	0.62	0.22	/
CCN(CC)S(=O)(=O)c1ccc(C)c(NC(=S)N2CCN(C/C=C/c3ccccc3)CC2)c1	/	/	-79
CN(C(=S)Nc1ccc(F)cc1)C1(c2ccccc2Cl)CCCCC1=O (stereo not given)	-1.1	-0.42	-94
Cc1cc(Br)ccc1NC(=O)CNC(=O)CN1C(=O)NC2(CCCCCC2)C1=O	0.24	-0.84	/
CCOC(=O)N1CCN(c2c(NCc3ccccc3OC)c(=O)c2=O)CC1	0.76	1.1	/
CC(NC(=O)NC1CCCCC1)c1ccccc1 (stereo not given)	0.29	0.14	47
COc1ccc(Br)c(C(=O)Nc2cccc(Cl)c2Cl)c1	-0.95	-1.8	-11
O=C(CSc1nc2ccccc2c(=O)n1Cc1ccco1)N1CCCCCC1	-1.4	-1.1	/
O=C(C[n+]1ccccc1)N/N=C/c1cccs1	/	/	-19
CC(C)CC(=O)/C=C/n1c(=S)oc2ccccc21	-0.42	-0.59	7

18 neighbouring compounds out of the list so far, quoted:
SMILES	SDO1 yeast rescue	SDO1 yeast rescue Rescue 24 h	INS promoter inh
CC1C(C#N)=C(SCC(N)=O)NC2=C1C(=O)CC(C)(C)C2 (stereo not given)	/	/	43
CC(C)NCCOCCOc1ccccc1F	0.95	0.66	/
CCONC(=NC)c1nonc1N	0.45	-0.68	-42
CCOCCCn1c(=N)c(C(=O)NCc2ccc3c(c2)OCO3)cc2c(=O)n3ccccc3nc21	0.12	-0.26	7
Cc1onc(-c2c(F)cccc2Cl)c1C(=O)N1C=CC(C(F)(F)F)=NCC1	-0.15	-0.53	27
Cc1cc(C)n2nc(SCc3cc(=O)oc4ccc5ccccc5c34)nc2n1	-0.68	-0.65	/
O=C(NC(=S)Nc1ccc(S(=O)(=O)N2CCCC2)cc1)C1CC1	/	/	40
Cc1cc(=O)[nH]c(N/N=C/c2cccc([N+](=O)[O-])c2)n1	0.89	0.21	/
CN(C)C(CNC(=O)c1cccnc1Sc1ccccc1)c1ccco1 (stereo not given)	0.62	0.22	/
CCN(CC)S(=O)(=O)c1ccc(C)c(NC(=S)N2CCN(C/C=C/c3ccccc3)CC2)c1	/	/	-79
CN(C(=S)Nc1ccc(F)cc1)C1(c2ccccc2Cl)CCCCC1=O (stereo not given)	-1.1	-0.42	-94
Cc1cc(Br)ccc1NC(=O)CNC(=O)CN1C(=O)NC2(CCCCCC2)C1=O	0.24	-0.84	/
CCOC(=O)N1CCN(c2c(NCc3ccccc3OC)c(=O)c2=O)CC1	0.76	1.1	/
CC(NC(=O)NC1CCCCC1)c1ccccc1 (stereo not given)	0.29	0.14	47
COc1ccc(Br)c(C(=O)Nc2cccc(Cl)c2Cl)c1	-0.95	-1.8	-11
O=C(CSc1nc2ccccc2c(=O)n1Cc1ccco1)N1CCCCCC1	-1.4	-1.1	/
O=C(C[n+]1ccccc1)N/N=C/c1cccs1	/	/	-19
CC(C)CC(=O)/C=C/n1c(=S)oc2ccccc21	-0.42	-0.59	7

Two of the compounds above, bar-delimited.
molecule | SDO1 yeast rescue | SDO1 yeast rescue Rescue 24 h | INS promoter inh
O=C(CCCCCn1c(=O)[nH]c2ccsc2c1=O)NCc1ccc2c(c1)OCO2 | 1.1 | 0.77 | -18
O=C(Cn1nc(-c2cccc(Cl)c2)ccc1=O)Nc1ccccc1Br | / | / | 52

Following part:
SMILES	SDO1 yeast rescue	SDO1 yeast rescue Rescue 24 h	INS promoter inh
N=c1c(C(=O)NCc2ccc(F)cc2)cc2c(=O)n3ccccc3nc2n1CC1CCCO1 (stereo not given)	0.91	1.1	/
COC(=O)C1=C(C)OC(N)=C(C#N)C1c1ccccc1 (stereo not given)	0.32	-0.52	-44
CC(C)c1ccc(NC(=O)C(c2ccccc2)N2CCN(C(=O)c3ccco3)CC2)cc1 (stereo not given)	-1.4	-0.78	-62
CCCn1c(N)c(C(=O)COC(=O)c2c(C)noc2C)c(=O)n(C)c1=O	0.52	-0.12	/
CN(CCNC(=O)C1CC(=O)N(c2ccc(F)c(Cl)c2)C1)Cc1ccccc1 (stereo not given)	1.1	1.4	16
Cc1ccc(S(=O)(=O)N(CC(=O)NCCSc2ccccn2)c2cc(C)cc(C)c2)cc1	-0.37	-0.24	/
COCCNC(=O)C(OC(=O)CC1Sc2ccccc2NC1=O)c1ccncc1 (stereo not given)	0.64	0.67	-18
Cc1ccc(C(=O)COc2ccccc2-c2ccccc2)cc1C	0.24	-0.03	/
CCc1nccn1S(=O)(=O)c1cc(OC)c(Cl)cc1OC	0.07	0.57	0
Nc1nc(Cl)nc2c1ncn2[C@H]1C[C@H](O)[C@@H](CO)O1	1.7	1.5	10
COCC(C)n1c(C)cc(C(=O)COC(=O)c2nc3nc(C)cc(C)n3n2)c1C (stereo not given)	-0.45	-0.29	53
Cc1ccc(NC(=O)CSc2nn(-c3ccccc3)c(=S)s2)cc1S(=O)(=O)N(C)C	-0.43	-0.69	-5
C/C=C/c1ccc(OCCCCN2C(=O)NC(C)(C)C2=O)c(OC)c1	-0.42	-0.64	-7
CC(C)C(NC(=O)c1ccccc1F)C(=O)Nc1nccs1 (stereo not given)	/	/	0
CCOC(=O)c1sc(C)c2c(=O)n(Cc3ccc(Cl)cc3)c(C)nc12	-1.1	-1.6	-5
CCCc1cc(=O)oc2cc(OCC(=O)OC)cc(OCC(=O)OC)c12	-0.45	0.37	7
CN(C)/C=C1\C(=O)ON=C1c1ccccc1	/	/	-46
COc1cc(OC)cc(C(=O)NC(=S)Nc2ccc3c4c(cccc24)CC3)c1	-1.3	0.37	-41
O=C(O)CCNc1ccc2c(c1)OCCO2	0.91	1.2	32
S=c1[nH]nc(-c2ccccc2)n1/N=C/c1ccc(-c2ccccc2Cl)o1	-1.5	-0.48	8
O=C1CC(SCc2nc3ccccc3[nH]2)C(=O)N1c1ccc(Cl)cc1 (stereo not given)	0.31	0.15	26
Cc1ccc(CN2CCN(C(=O)C3CCC3)CC2)cc1	-0.15	-0.63	38
COc1ccc(/C(N)=N/OC(=O)Oc2ccccc2)cc1	1.9	0.35	-79
N#CC1(C#N)CC(C=O)=C(N)C1(C#N)CC(=O)c1ccc(F)cc1 (stereo not given)	-0.43	-0.3	0
C/C(=N\NC(=S)NCCc1ccccc1)c1cccc(Br)c1	/	/	-16
CCOC(=O)c1c(/N=C/N(C)C)sc2c1CCC2	0.6	-0.11	10
c1ccc(C2=NC(c3ccccc3)N=C(c3ccccc3)N2)cc1	-0.73	-1.5	-319
O=C(CO/N=C/c1ccccc1O)N1CCc2ccccc21	-0.4	-0.21	28
Cc1ccc(N/C=C2\CCCCC2=O)nc1	/	/	20

This is a subset; rates above refer to the full screens.
